Screens deposited in PubChem by National Center for Advancing Translational Sciences (NCATS).
HT1080-NT tox: kills 2HG-producing HT-1080-NT fibrosarcoma cells | HT-1080-NT fibrosarcoma viability, CellTiter-Glo ATP luminescence, 48 h | Potency, µM (doses to about 46.1 µM), inactives show top-dose activity, negative = less viability, usual class: cytotoxic | actives 1.6% (n = 360,000) | AID 686970;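 further: NT is the 2HG producing partner of a matched IDH1 knockdown line; potency means the concentration at half of the fitted maximal effect; 0% = DMSO-treated cells and -100% = media-only wells without cells; nearly all actives have a fitted effect of over 55% in size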
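HT-1080-NT fibrosarcoma cells (2HG-overproducing), 750 cells/well in RPMI with 5% FBS, dosed after 2 h and incubated 48 h at 37C. CellTiter-Glo luminescence normalized to DMSO and no-cell wells; concentration-response curves fitted and classed.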
HT1080 IDH1KD tx: kills HT-1080 cells with IDH1 knockdown; actives 2% (n = 360,000); Potency, µM (series often up to 46.1 µM), inactives show at the highest dose activity, negative = toxicity, actives largely listed as cytotoxic; HT-1080 IDH1 knockdown viability, ATP luminescence, 48 h; AID 686971;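 further: potency means the concentration at half of the fitted maximal effect; 0% = DMSO wells and -100% = cell-free medium wells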
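Cytotoxicity counter-line: IDH1KD HT-1080, 48 h, CellTiter-Glo. Curves classed by r2, magnitude and activity.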
KB-V1 cytotox: kills drug-selected multidrug resistant KB-V1 cells. KB-V1 MDR cells viability, CellTiter-Glo, 72 h. Potency, µM (top dose mostly 46.1 µM), without a hit: at the highest dose activity change, negative = cytotoxicity, most hits filed as cytotoxic. actives 3.4% (n = 400,000); further: potency means the concentration at half of the fitted maximal effect; on the % scale 0 is the no-effect control and ±100 the full control effect; nearly all actives have a fitted effect of over 60% in size
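Cells of the MDR subline KB-V1 are plated, dosed with compound at multiple concentrations, and incubated 72 h at 37 degrees C; CellTiter-Glo is then added and luminescence read after 10 min.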
IL-1B inflam inh: blocks inflammasome-driven IL-1 beta release. activity change, % at 57.5 µM. THP-1 LPS/ATP IL-1B secretion, AlphaLISA, 16 h; active compounds read low. actives 4.7% (n = 360,000); in the data active means activity change below about -50%; inconclusive means mostly about -30% to -49%; further: on the % scale 0 is the no-effect control and ±100 the full control effect
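THP-1 cells pretreated 1 hr with compounds (up to 57.5 uM final), then stimulated with LPS (250 ng/mL final) plus ATP (1.25 mM final); secreted IL-1B measured by AlphaLISA after 16 hr, decreased signal indicating inhibition.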
KB-3-1 cytotox: KB-3-1 parental cell cytotoxicity; KB-3-1 viability, CellTiter-Glo ATP luminescence, 72 h; Potency, µM (series often up to 46.1 µM), for the others: at the highest dose activity change, negative = cytotoxic, most hits filed as cytotoxic; actives 1.4% (n = 400,000); further: potency means the concentration at half of the fitted maximal effect; on the % scale 0 is the no-effect control and ±100 the full control effect; nearly all actives have a fitted effect of over 60% in size
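Parental KB-3-1 adenocarcinoma cells in phenol-red-free DMEM with 10% FBS were pin-treated with compounds at several concentrations, incubated 72 h at 37 °C, and viability read by CellTiter-Glo luminescence; concentration-effect curves were fitted after normalization.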
SW480 rereplic: DNA re-replication induction in SW480 cells; Potency, µM (titrated, usually from 46.1 µM), without a hit: top-dose re-replication activation, usual class: activators; AID 624297; SW480 DNA re-replication, Hoechst DNA content imaging, 48 h; actives 1.8% (n = 340,000); further: potency means the concentration at half of the fitted maximal effect; % of control where 0% means no effect; nearly all actives have a fitted effect of over 55% in size
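Treated cells incubate 48 hr (37 C, 5% CO2), are stained 40 min with Hoechst, and nuclear fluorescence is enumerated; a rise in nuclei with high DNA signal marks re-replication.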
S2 tox: viability counter-screen for ATXN expression inhibitors. Potency, µM (top dose mostly 56.7 µM), most hits filed as cytotoxic. actives 0.49% (n = 400,000). S2 cells (HEK-293 line with an ATXN2-luciferase reporter) viability, CellTiter-Fluor protease fluorescence, 24 h; further: potency means the concentration at half of the fitted maximal effect; nearly all actives have a fitted effect of over 40% in size
ATXN2 expr inh: reduces ATXN2 reporter expression in HEK-293 cells | HEK-293 ATXN2-luciferase reporter, luminescence, 24 h | Potency, µM (titrated, usually from 57 µM), for inactives: top-dose activity change, negative = inhibition, hits mostly inhibitors | actives 0.72% (n = 360,000) | AID 1745845; further: potency means the concentration at half of the fitted maximal effect; on the % scale 0 is the no-effect control and ±100 the full control effect; nearly all actives have a fitted effect of over 55% in size
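ATXN2-luciferase reporter cells (luciferase flanked by upstream and downstream ATXN2 gene portions) were treated 24 h at 37 °C with compounds at up to 57 uM. SteadyGlo luminescence gave expression; GF-AFC fluorescence gave viability.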
MCF10A rereplic: induces DNA re-replication in MCF 10a normal breast cells. MCF 10A DNA re-replication, Hoechst nuclear intensity, 48 h. Potency, µM (doses to about 46.1 µM), inactives show top-dose activity, positive = re-replication, usual class: activators. actives 2.9% (n = 350,000); further: potency means the concentration at half of the fitted maximal effect; % of control where 0% means no effect; nearly all actives have a fitted effect of over 50% in size
* = called active by the depositor; i = inactive; u = inconclusive; x = no result given; & = joins results of further samples; [ ] = dose if it differs, or a comment. Unless noted, the call rests on the fitted dose curve; in most records, active means well fitted curve in the direction sought with a large enough effect; inconclusive means small, poorly fitted or top-dose-only effect, or another doubt; inactive means no such curve, though single readings can be large; an effect the other way counts as inactive or inconclusive. Compounds were not picked by outcome. Share with any hit: about 11%.

SMILES	HT1080-NT tox	HT1080 IDH1KD tx	KB-V1 cytotox	IL-1B inflam inh	KB-3-1 cytotox	SW480 rereplic	S2 tox	ATXN2 expr inh	MCF10A rereplic
Cc1csc(NC(=O)CSC2=NS(=O)(=O)c3ccccc3N2)n1	-0.8%	2.4%	20.8%	9.2	-0.3%	-0.8%	u	-7.4%	u
CN(CC(=O)Nc1ccccc1Cl)CC(=O)Nc1sc2c(c1C(N)=O)CCC2	-12.2%	-1.8%	17.2%	u	9.0%	u	u	-8.0%	3.26µM*
CC(=O)N/C(=C\c1cccc([N+](=O)[O-])c1)C(=O)NC1CCCCC1	9.9%	18.4%	u	5.6	-6.0%	18.8%	u	13.2%	27.4%
COCc1[nH]nc2c1C(c1sccc1C)C(C#N)=C(N)O2 (configuration not stated)	1.4%	3.8%	13.6%	-81.3*	9.8%	-5.0%	i	-17.3%	-2.7%
CCOc1ccc(N2C(=O)CC(N(Cc3ccco3)C(=O)CCC(=O)O)C2=O)cc1 (configuration not stated)	15.6%	4.1%	u	3.9	7.0%	-2.5%	i	0.5%	6.4%
c1coc(-c2cc3nc(NCc4ccc5c(c4)OCO5)ccn3n2)c1	-4.7%	-12.0%	3.3%	-12.0	0.0%	x	i	16.5%	x
Cc1cnc(NC(=O)c2cncc(Br)c2)s1	u	20.4%	0.1%	-10.3	-17.5%	-7.0%	i	12.3%	u
CC(C(=O)Nc1ccccc1)c1ccc(-c2ccccc2)c(F)c1 (configuration not stated)	u	20.6µM*	-25.2%	u	u	5.1%	i	-28.6%	2.2%
CC(C)(C)n1ncc2c(=O)n(CC(=O)N3CCc4ccccc43)cnc21	16.8%	3.7%	-13.9%	11.7	10.6%	-5.2%[9.22 µM]	u	18.1%	-2.6%
CCOC(=O)COc1cccc2c(=O)n(CC(=O)NCc3ccccc3)ccc12	0.517µM*	0.461µM*	1.64µM*	49.3	0.92µM*	u	u	x	1.46µM*
COc1ccc(/C=N/NC(=O)c2ccc(F)cc2)cc1CN1CCc2cc(OC)c(OC)cc2C1C (configuration not stated)	u	u	-5.6%	-58.8*	5.2%	u	i	-9.4%	u
COc1ccccc1N1CCN(C(=O)C2CCN(S(=O)(=O)c3ccccc3F)CC2)CC1	3.4%	4.4%	2.0%	3.5	-7.9%	-10.0%	x	x	0.3%
CCC(=O)c1ccc(O)cc1	u	2.1%	7.2%	10.8	0.0%	-40.4%&-17.8%	i	11.8%&2.8%	u
Cc1ccccc1N1CC(C(=O)Nc2ccc(Br)cc2)CC1=O (configuration not stated)	x	x	-10.5%	x	0.4%	x	i	-8.2%	x
COc1ccc(/C=C(\C#N)C(=O)Nc2cc(C)c(Cl)cc2OC)cc1O	1.6%	3.5%	1.2%	-20.3	20.6µM*	10.3µM*	i	x	u
O=C(COC(=O)CNS(=O)(=O)c1ccc(Br)cc1Cl)Nc1ccc(N2CCOCC2)cc1	13.8%	18.9%	-1.4%	0.0	-1.8%	-2.0%	i	3.1%	0.4%
O=C(CCNS(=O)(=O)c1cccc2nonc12)NCCc1ccc(Cl)cc1	0.6%	0.3%	7.3%	1.2	29.8%	7.4%	i	5.0%	0.4%
CCOc1ccc(NS(=O)(=O)c2cc(C)c(C)cc2C)cc1	1.1%	-15.6%	u	36.1	3.5%	-121.5%[inhibitor]	i	x	38.3%
NNC(=O)C1COc2cc3ccccc3cc2O1 (configuration not stated)	10.3%	7.9%	0.0%	-24.4	-2.7%	u	u	-13.4%	0.6%
CCCCn1ccnc1C	13.8%	11.3%	18.1%	12.1	6.7%	-17.0%	i	2.9%	7.2%
COc1ccc(OC)c(-n2cnc3cc(C(=O)NC4CCCCCC4)ccc32)c1	x	x	-6.6%	x	0.2%	x	i	8.7%	x
Cc1ccc(N2CCC3CC2c2cc(-c4ccc(C(F)(F)F)cc4)ccc23)cc1 (configuration not stated)	0.0%	3.7%	13.3%	48.5	4.0%	x	i	11.0%	x
COc1ccc(NC(=O)C2CC(=O)N(C(C)C)C2)cc1 (configuration not stated)	7.9%	6.8%	0.0%	11.0	4.7%	-12.2%	i	6.5%	-4.2%
CCOc1ccc2cc(S(=O)(=O)N3CCOCC3)ccc2c1	9.7%	0.9%	-3.0%	5.7	3.9%	-3.4%	i	-4.4%	1.6%

Eight structures already listed, sorted by length of the SMILES, ascending:
SMILES	HT1080-NT tox	HT1080 IDH1KD tx	KB-V1 cytotox	IL-1B inflam inh	KB-3-1 cytotox	SW480 rereplic	S2 tox	ATXN2 expr inh	MCF10A rereplic
NNC(=O)C1COc2cc3ccccc3cc2O1 (configuration not stated)	10.3%	7.9%	0.0%	-24.4	-2.7%	u	u	-13.4%	0.6%
Cc1cnc(NC(=O)c2cncc(Br)c2)s1	u	20.4%	0.1%	-10.3	-17.5%	-7.0%	i	12.3%	u
CCOc1ccc2cc(S(=O)(=O)N3CCOCC3)ccc2c1	9.7%	0.9%	-3.0%	5.7	3.9%	-3.4%	i	-4.4%	1.6%
Cc1ccccc1N1CC(C(=O)Nc2ccc(Br)cc2)CC1=O (configuration not stated)	x	x	-10.5%	x	0.4%	x	i	-8.2%	x
c1coc(-c2cc3nc(NCc4ccc5c(c4)OCO5)ccn3n2)c1	-4.7%	-12.0%	3.3%	-12.0	0.0%	x	i	16.5%	x
COc1ccc(OC)c(-n2cnc3cc(C(=O)NC4CCCCCC4)ccc32)c1	x	x	-6.6%	x	0.2%	x	i	8.7%	x
O=C(COC(=O)CNS(=O)(=O)c1ccc(Br)cc1Cl)Nc1ccc(N2CCOCC2)cc1	13.8%	18.9%	-1.4%	0.0	-1.8%	-2.0%	i	3.1%	0.4%
COc1ccc(/C=N/NC(=O)c2ccc(F)cc2)cc1CN1CCc2cc(OC)c(OC)cc2C1C (configuration not stated)	u	u	-5.6%	-58.8*	5.2%	u	i	-9.4%	u

(cont.)
SMILES	HT1080-NT tox	HT1080 IDH1KD tx	KB-V1 cytotox	IL-1B inflam inh	KB-3-1 cytotox	SW480 rereplic	S2 tox	ATXN2 expr inh	MCF10A rereplic
CC(C)(C)n1nnnc1C(c1ccccc1)N1CCN(c2ccccn2)CC1 (configuration not stated)	0.2%	2.8%	u	12.8	8.0%	x	i	2.9%	x
COc1ccc(S(=O)(=O)N2Cc3ccccc3CC2C(=O)N2CCOCC2)cc1OC (configuration not stated)	-5.8%	0.4%	6.4%	-3.1	22.4%	-4.7%	u	3.8%	0.0%
Cc1ccc(-c2csc(-c3cc(C)on3)n2)cc1	25.7%	21.4%	8.3%	u	0.7%	-2.3%	i	26.4%	-0.3%
CCn1c(CNC(=O)c2ccc(OC)c(OC)c2)nnc1SCC(=O)Nc1ccc(OC)cc1	1.1%	-4.8%	0.0%	7.5	-1.6%	0.2%	i	0.7%	-1.2%
Cc1cc(NC(=O)/C=C/c2ccco2)ccc1NC(=O)c1ccccc1	17.1%	20.1%	-2.6%	-23.6	-0.2%	11.4%	i	1.8%	17.3%
CCc1cccc(C)c1NC(=O)CSc1nnc(-c2ccco2)n1N	-2.2%	-7.3%	-5.0%	7.3	0.5%	3.0%	i	-9.4%	-0.8%
Cc1cc2oc(=O)cc(CN3CCN(S(=O)(=O)/C=C/c4ccccc4)CC3)c2cc1C	2.2%	-14.2%	2.59µM*	-8.5	-6.9%	14.6%	i	-18.7%	3.5%
CC1CCN(c2ccc(C(=O)Nc3nnc(C4CC4)s3)cc2[N+](=O)[O-])CC1	-4.2%	-2.6%	-12.6%	-1.6	-0.9%	4.0%	i	11.9%	u
COc1ccc(S(=O)(=O)Nc2cccnc2)c(C)c1C	-0.8%	-0.2%	3.1%	-1.0	-3.3%	1.5%	i	19.4%	u
C/C=C\C(=O)Nc1cccc(C2=NOC3(C2)C[C@H](C(N)=O)N(C(=O)Cc2ccc([N+](=O)[O-])cc2)C3)c1 (some centres not stated)	0.9%	-0.8%	-5.8%	-5.6	19.3%	-64.1%[inhibitor]	i	1.3%	21.5%
COc1ccc2nc(-c3ccccc3)cc(C(=O)OCC(=O)N3CC(C)OC(C)C3)c2c1 (configuration not stated)	-16.7%	-17.3%	-23.1%	u	-3.3%	u	x	1.7%	-0.2%
Cc1ccc(OCC(=O)Nc2ccc3oc(=O)ccc3c2)cc1C	-18.3%	-7.4%	0.0%	-16.4	5.7%	-13.3%	i	2.4%	6.3%
COc1ccc(N2CCN(C(=O)c3ccc(SC)cc3OC)CC2)cc1	-3.6%	-10.7%	u	-0.1	5.6%	8.5%	i	x	-1.0%
CC(C)NCC(O)COCCOc1ccc(C(C)(C)C)cc1 (configuration not stated)	1.4%	4.2%	8.1%	-4.8	-7.8%	-8.0%	i	-0.5%	-8.2%
NC(=O)c1c(NC(=O)C2CCCO2)sc2c1CCC2 (configuration not stated)	1.6%	9.8%	6.1%	-26.4	3.3%	-15.2%	i	33.7%	-6.7%
Cc1ccc2cc(C)c3nnc(SCc4ccc(C(=O)O)cc4)n3c2c1C	-2.5%	1.1%	17.1%	28.7	16.6%	-0.2%	i	2.5%	22.8%
Cc1ccc(-n2nc3c(=O)n(CCCC(=O)N4CCC(C(N)=O)CC4)nc(C)c3c2C)cc1	1.9%	0.9%	-8.9%	-22.1	0.8%	-5.3%	i	x	1.2%
COc1cc(NCCCCCCCN)c2ncccc2c1	-9.3%	0.2%	-14.6%	-13.7	-5.3%	u	i	-25.5%	u
Cc1ccc(S(=O)(=O)C(CNC(=O)C(=O)NCCc2ccc(F)cc2)c2cccs2)cc1 (configuration not stated)	x	x	-3.1%	x	10.8%	x	i	1.4%	x
CCN(CC(=O)Nc1cccc(OC)c1)CC(=O)Nc1ccc(C)cc1Cl	15.3%	10.9%	u	-23.1	0.0%	-1.0%	i	9.5%	22.6%
